Efflux pump mplx – inhibitors of Candida antifungal efflux pumps expressed in yeast | inhibition, % at 10 µM | S. cerevisiae Candida pump triplex, Nile Red efflux | 330,000 compounds, 0.44% hits | AID 485275;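 active = plate passing quality check with inhibition over a set limit, or well fluorescence over plate mean plus 4 SD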;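 also: Nile Red retained in pooled yeast measured as flow cytometry median fluorescence; 0% = buffer negative control and 100% = Enniatin B positive control; higher means more Nile Red kept so more efflux inhibition; some compounds called inactive have numbers as strong as hits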
CR mimetic SO – lowers age-related superoxide in aged yeast cells; S. cerevisiae aged cells, superoxide DHE fluorescence; active compounds read low; superoxide response (% of plate mean), % at 10 µM; 330,000 compounds, 0.18% hits;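 active = superoxide response under a set limit, about three screen SD below normal, cut at about 65% in these data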;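 also: yeast aged for seven days with compound at 30 °C before DHE staining; 100% = average MFI of all compound-treated wells on the plate with controls excluded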
CIT2-GFP yeast – modulators of TOR pathway CIT2-GFP in S. cerevisiae; 320,000 compounds, 0.065% hits; S. cerevisiae CIT2-GFP strain, flow cytometry, 3 h; 100 means same as DMSO wells; GFP response vs DMSO, % at 10 µM;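 active = GFP response relative to DMSO above a set limit, near the screen mean plus 3 SD, cut at about 150% in these data; inconclusive = Fewer than 70 cells measured for a yeast strain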;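 also: ratio of well median GFP fluorescence to mean of DMSO wells on the plate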
MEP2 TOR yeast – alters MEP2-GFP fluorescence in TOR pathway yeast screen; S. cerevisiae MEP2-GFP strain, flow cytometry GFP, 3 h; 100% = DMSO control level; GFP response vs DMSO, % at 10 µM; 330,000 compounds, 0.51% hits;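 active = GFP response versus DMSO above a set limit, roughly screen mean plus 3 SD, cut at about 180% in these data; inconclusive = fewer than 70 cells counted for a yeast strain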;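 also: median GFP fluorescence of the barcode-gated MEP2-GFP cells per well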
AGP1-GFP MLPCN – modulators of TOR pathway AGP1-GFP in S. cerevisiae; S. cerevisiae AGP1-GFP multiplex flow cytometry, 3 h; GFP as percent of DMSO wells; GFP response vs DMSO, % at 10 µM; 320,000 compounds, 0.02% hits; AID 2066;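 active = GFP response relative to DMSO above a set limit, near screen average plus 3 SD, cut at about 150% in these data; inconclusive = fewer than 70 cells counted for the yeast strain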;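 also: median GFP channel fluorescence of the gated AGP1 strain per well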
RPL19A TOR yeast – yeast TOR pathway RPL19A-GFP modulation; percent response vs DMSO, % at 10 µM; S. cerevisiae RPL19A-GFP strain, flow cytometry, 3 h; active compounds read low; 330,000 compounds, 0.3% hits;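 active = percent response vs DMSO below 50%; inconclusive = fewer than 70 events counted for the yeast strain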;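 also: median channel GFP fluorescence of the barcoded RPL19A-GFP strain; ratio of sample median GFP to plate DMSO average so 100% = DMSO; lower means less RPL19A-GFP as with rapamycin TOR inhibition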
LAP4 TOR yeast – alters LAP4-GFP fluorescence in TOR pathway yeast screen; 320,000 compounds, 0.34% hits; GFP response vs DMSO, % at 10 µM; S. cerevisiae LAP4-GFP multiplex, flow cytometry GFP, 3 h; median GFP as percent of DMSO wells;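 active = GFP response vs DMSO above a set limit, about the screen mean plus 3 SD, cut at about 150% in these data; inconclusive = under 70 cell events counted for the yeast strain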
AHR activator – activators of human aryl hydrocarbon receptor | activation, % at 5 µM | AHR-responsive luciferase reporter cells, luminescence | P35869 | 320,000 compounds, 2.5% hits; in the data active = activation above about 47%;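 also: 0% = vehicle wells and 100% = reference agonist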
Target sequence (P35869 whole entry, looked up): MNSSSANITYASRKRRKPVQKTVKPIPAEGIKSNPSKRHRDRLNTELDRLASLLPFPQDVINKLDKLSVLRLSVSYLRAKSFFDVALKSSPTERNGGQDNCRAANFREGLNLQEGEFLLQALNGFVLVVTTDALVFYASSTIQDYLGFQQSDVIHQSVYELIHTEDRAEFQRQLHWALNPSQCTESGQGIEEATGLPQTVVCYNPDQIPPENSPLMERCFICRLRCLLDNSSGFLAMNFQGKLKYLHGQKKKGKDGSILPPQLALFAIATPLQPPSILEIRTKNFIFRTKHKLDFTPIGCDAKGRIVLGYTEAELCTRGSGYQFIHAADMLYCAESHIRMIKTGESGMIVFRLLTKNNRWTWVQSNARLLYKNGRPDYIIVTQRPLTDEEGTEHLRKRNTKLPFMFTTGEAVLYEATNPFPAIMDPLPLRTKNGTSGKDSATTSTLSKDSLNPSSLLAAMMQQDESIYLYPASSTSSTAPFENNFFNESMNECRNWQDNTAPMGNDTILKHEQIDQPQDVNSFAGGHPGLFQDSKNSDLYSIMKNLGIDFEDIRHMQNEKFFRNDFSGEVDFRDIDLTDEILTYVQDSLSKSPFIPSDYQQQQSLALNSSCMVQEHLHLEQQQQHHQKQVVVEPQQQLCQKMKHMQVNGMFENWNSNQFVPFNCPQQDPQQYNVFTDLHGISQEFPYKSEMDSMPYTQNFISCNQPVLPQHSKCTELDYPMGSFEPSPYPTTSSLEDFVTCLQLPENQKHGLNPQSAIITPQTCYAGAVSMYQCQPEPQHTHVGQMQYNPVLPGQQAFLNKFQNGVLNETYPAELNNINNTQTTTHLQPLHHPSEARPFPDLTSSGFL
Numbers without * were called inactive; ? = inconclusive; / = not tested or not shown; [ ] = another dose, or the depositor's remark.

SMILES	Efflux pump mplx	CR mimetic SO	CIT2-GFP yeast	MEP2 TOR yeast	AGP1-GFP MLPCN	RPL19A TOR yeast	LAP4 TOR yeast	AHR activator
CCN1CCCC1CNC(=O)c1ccc(N2CCCC2=O)cc1 (stereo not drawn)	-0.1	90	96	103	103	98	101	1
Cc1csc(N2CCN(c3cc4nc(-c5ccncc5)[nH]c4cc3Cl)CC2)n1	-0.1	96	69	89	71	92	116	7
COc1ccc(C(Nc2ccc(S(=O)(=O)NCC3CCCO3)cc2)C(=O)NC(C)(C)C)cc1OC (stereo not drawn)	0.1	103	107	97	98	94	117	-1
Nc1nonc1-c1nc2ccccc2n1CC(=O)Nc1ccccc1	0.0	100	99	95	104	96	110	1
NS(=O)(=O)c1ccc(S(=O)(=O)N2CCCC2)cc1	0.0	102	98	100	103	101	105	-2
CCOc1ccc(S(=O)(=O)N(CC(=O)NN=C2CCN(C)CC2)c2ccc(C)cc2)cc1	0.0	114	98	98	96	113	72	/
CC1CC(C)CN(C(=O)COC(=O)/C=C/c2ccco2)C1 (stereo not drawn)	0.0	104	96	101	96	97	98	0
Cc1nc(NC(=O)CSc2nnc(-c3ccc4c(c3)OCO4)o2)c(Cl)cc1Cl	0.1	95	99	100	96	102	90	128*
Cc1ccc(C2=NN3C(C(=O)c4ccccc4)Oc4ccccc4C3C2)cc1 (stereo not drawn)	-0.1	103	104	100	/	98	107	22
CCCCCCCc1nc2nc(C)c(Br)c(=O)n2[nH]1	0.2	116	96	104	107	104	109	1
Cc1cccc(Oc2ncc(-c3ccc(Cl)cc3)cn2)c1C	-0.2	92	84	102	99	97	101	-9
CCOc1cccc(-c2cc(C(=O)Nc3ccon3)c3ccccc3n2)c1	0.1	111	101	108	99	106	110	19
O=C(Cn1cc(C(=O)c2ccco2)c2ccccc21)NC1CC1	0.0	104	90	101	97	101	89	0
CCc1noc(C)c1C(=O)Nc1nnc(C(CC)CC)s1	0.0	99	101	99	100	96	97	2
Cc1ccc(C(=O)CCC(=O)Nc2ncccc2O)cc1	-0.1	103	103	108	113	104	109	8
O=C(C1CC(=O)N(C2CCCC2)C1)N1CCN(c2ccccc2F)CC1 (stereo not drawn)	-0.1	99	78	62	69	98	69	-1
O=C(CSc1nnc(-c2ccccc2)o1)Nc1ccccc1F	-0.1	93	97	92	93	97	104	9
COc1cc(C(=O)NC(=S)Nc2ccc3c(c2)OCO3)cc(OC)c1OC	-0.2	109	95	87	100	97	100	3
O=C(Nc1cccc2cccnc12)c1cccc([N+](=O)[O-])c1	-0.1	110	114	110	99	111	89	5
CC1=NN(C(C#N)c2ccccc2C)C(C)(C)C1 (stereo not drawn)	0.1	98	101	101	97	99	95	1
Cc1ccc(S(=O)(=O)N2CCC(=O)N(CCOCc3cccc(Cl)c3)CC2)cc1	0.3	104	97	91	95	101	113	1
CC1Cc2ccccc2N1C(=O)CSc1nc2ccccc2n1CC(=O)N1CCOCC1 (stereo not drawn)	-0.1	95	105	109	110	100	97	1
CCCNC(=O)C(=O)NCCC1=CCCCC1	0.1	87	105	115	109	/	101	3
O=C(Cn1cnc2sc3c(c2c1=O)CCCC3)NCC(=O)Nc1ccccc1F	0.0	89	102	101	99	100	98	1
Oc1ccc(N2CCN(C(=S)NCCc3ccccc3)CC2)cc1	-0.2	84	121	112	/	107	110	1
Nc1ccc(-n2nncc2-c2ccc(Cl)cc2)cc1	-0.2	93	101	112	98	97	107	4
CCN(CC)c1ccc(NC(=O)OC)cc1	0.0	109	89	92	92	94	86	2
Cc1ccc(Cn2c(=N)n(CC(O)c3ccco3)c3ccccc32)cc1 (stereo not drawn)	-0.1	93	108	101	106	103	104	4
C=CCn1c(C)cc(C(=O)CSc2n[nH]c(N)n2)c1C	0.2	103	100	102	99	104	106	50*
Cc1ccc(C)c(NS(=O)(=O)c2ccc(OCC(=O)NCc3ccccn3)cc2)c1	0.2	101	97	102	102	99	103	3
COc1ccccc1/C=C/C(=O)NCC(=O)N=Nc1c(O)[nH]c2ccccc12	0.6	104	100	110	104	106	108	37
CCOC(=O)c1nnn(CC(=O)N2N=C(c3ccc(Cl)cc3)CC2c2ccccc2)c1C(=O)OCC (stereo not drawn)	0.2	92	96	101	94	94	95	1
O=C(CCNC(=O)c1ccccc1Cl)NNC(=O)c1ccccc1O	-0.1	105	93	104	96	93	96	68*
CCOC(=O)c1sc2cc([N+](=O)[O-])cc(SCCO)c2c1N	-0.8	108	100	142	94	108	121	26
CCOc1ncccc1C(=O)Nc1ccc2c(c1)OCCO2	-0.1	113	102	99	94	93	87	36
O=C(O)CC1S/C(=N\N=C2CCCCCC2)N(c2ccccc2)C1=O (stereo not drawn)	-0.1	100	97	104	112	101	102	1
CCC(=O)Nc1cc(-c2nnc(OC)c3ccccc23)ccc1N1CCOCC1	0.0	92	93	96	102	93	109	-1
COc1ccc(C)cc1NC(=O)CCCN1C(=O)C2CC=CCC2C1=O (stereo not drawn)	-0.1	99	104	102	98	96	103	0
Cc1ccc2oc(=O)c(/C=C(\O)c3cccs3)nc2c1	0.1	95	92	94	99	94	108	30
COc1ccc(CNC(=O)Cn2cnc3c(SC)nc(N)nc32)cc1	-0.2	94	93	90	96	94	89	0
S=c1[nH]nc(-c2cccc(Cl)c2)n1CCN1CCCCC1	0.1	92	103	106	94	103	89	-2
COc1ccc(Nc2nc(NCCN3CCOCC3)nc(Nc3ccc(OC)cc3)n2)cc1	0.2	94	95	100	97	100	90	6
CNC(=O)c1sccc1SCc1c(Cl)cccc1Cl	0.1	99	90	100	98	96	101	0
Cc1cc(C)n2nc(SCCOc3ccc(F)cc3)nc2n1	0.0	109	83	90	80	84	93	-4
CCc1nonc1NC(=O)COc1cc(C)c(Cl)c(C)c1	0.2	100	94	96	100	98	107	-1
Cc1ccccc1CSCCNS(C)(=O)=O	-0.2	84	108	100	107	101	93	-2
CCc1nonc1NC(=O)c1oc2ccc(Br)cc2c1C	0.0	109	97	102	94	97	94	2
CCOC(=O)c1ccc(OCCOc2cccc(C)c2)cc1	-0.1	91	103	90	89	90	84	0
COC(=O)C(Cc1cncn1COCc1ccccc1)NC(=O)OC(C)(C)C (stereo not drawn)	0.0	82	107	101	103	101	94	0
Cc1cccc(NC(=O)c2cccc(OC(=S)N3CCOCC3)c2)c1	-0.1	96	98	103	99	101	98	2
COc1ccc(C(C(=O)NCc2ccccc2)N(Cc2ccco2)C(=O)c2snc(C(N)=O)c2N)cc1 (stereo not drawn)	0.1	100	101	101	102	102	91	2
C/C(=N\NC(=O)C(=O)Nc1cccc(Cl)c1C)c1ccncc1	-5.8	108	?	114[may fluoresce violet]	15[may fluoresce violet]	95[may fluoresce violet]	94[may fluoresce violet]	-1
COc1cc(COc2ccc3c(C)c(CCC(=O)O)c(=O)oc3c2)cc(OC)c1OC	0.0	121	95	98	98	98	95	3
CCN1CCN(c2c(Cl)cccc2NC(=O)c2ccc3c(c2)OCCO3)CC1	0.0	103	92	89	90	88	86	-2
O=C(Cn1nnc2ccccc2c1=O)NCCc1ccc(F)cc1	0.0	98	103	107	104	109	101	-2
CC(Sc1ncn[nH]1)C(=O)c1c(N)n(C)c(=O)n(C)c1=O (stereo not drawn)	0.1	95	97	105	100	96	100	0
COc1ccccc1N1CCN(C(=O)C2CCN(S(=O)(=O)c3ccc(C)cc3)CC2)CC1	0.3	105	94	102	106	103	101	2
COc1ccc(NC(=O)COC(=O)[C@@H]2CCCN2C(=O)c2cccs2)cc1	-0.1	96	108	120	113	109	102	-4
COc1ccc(C(=O)Nc2cccc(-c3ccc4nncn4n3)c2)cc1OC	-0.1	102	103	106	107	106	109	1
O=C(Cc1ccccc1)Nc1c[nH]c(=O)[nH]c1=O	0.1	104	113	104	107	102	93	2

Some of these compounds in order of heavy-atom count, high to low:
SMILES	Efflux pump mplx	CR mimetic SO	CIT2-GFP yeast	MEP2 TOR yeast	AGP1-GFP MLPCN	RPL19A TOR yeast	LAP4 TOR yeast	AHR activator
COc1ccc(C(C(=O)NCc2ccccc2)N(Cc2ccco2)C(=O)c2snc(C(N)=O)c2N)cc1 (stereo not drawn)	0.1	100	101	101	102	102	91	2
COc1ccc(Nc2nc(NCCN3CCOCC3)nc(Nc3ccc(OC)cc3)n2)cc1	0.2	94	95	100	97	100	90	6
COc1ccc(NC(=O)COC(=O)[C@@H]2CCCN2C(=O)c2cccs2)cc1	-0.1	96	108	120	113	109	102	-4

(more compounds)
SMILES	Efflux pump mplx	CR mimetic SO	CIT2-GFP yeast	MEP2 TOR yeast	AGP1-GFP MLPCN	RPL19A TOR yeast	LAP4 TOR yeast	AHR activator
O=C(O)C1CN(c2nc(Cl)ccc2[N+](=O)[O-])C1	-0.1	82	100	95	103	97	95	-1
O=C1COc2ccc(C(=O)COC(=O)Cc3ccccc3F)cc2N1	-0.2	89	101	96	105	100	88	-1
CN(C)c1ccc(Nc2ncnc3ccc(Br)cc23)cc1	-0.1	91	110	113	107	110	106	92*
O=C(c1ccc(Cl)cc1)C1CCN(C(=O)c2ccc(F)cc2)CC1	0.2	109	100	103	95	98	101	-1
CN(C)S(=O)(=O)c1ccc(N2CCCC2)c(C(=O)OCC(=O)N2CCN(c3ccccc3)CC2)c1	0.2	106	103	106	104	102	107	0
Cc1cc2c(c(=O)n1CCN(C)C)C(c1ccc(Br)cc1)C(C#N)=C(N)O2 (stereo not drawn)	-0.1	89	111	106	108	108	107	-1
Nc1nc(Nc2ccccc2)nc2ccccc12	0.1	107	95	103	107	105	113	42
Cc1ccc(S(C)=O)cc1-n1c(=O)n(Cc2ccccc2)c(=O)c2[nH]cnc21 (stereo not drawn)	-0.1	83	106	109	108	107	99	2
CC(Oc1ccccc1)C(=O)NC1=NCCS1 (stereo not drawn)	0.0	84	92	98	102	101	99	3
COc1ccc(C(=O)NCc2nnc(SCC(=O)Nc3cccc(F)c3)o2)cc1	-0.2	103	97	96	100	101	98	1
O=S(=O)(/N=C(/c1ccccc1)N1CCOCC1)c1ccc(Br)cc1	-0.3	70	99	93	100	102	99	2
COc1ccccc1C(=O)Nc1ccc(Cc2ccncc2)cc1	0.1	95	108	102	102	103	100	46
O=S(=O)(c1cccc(-c2nnc3n2CCCCC3)c1)N1CCCC1	0.3	105	105	97	91	104	95	-1
CCOc1ccc(C(=O)COC(=O)c2cccc(-n3cnnn3)c2)cc1	0.0	100	94	97	99	96	96	2
O=C(NCC1CCCO1)c1cc2n(n1)C(C(F)(F)F)CC(c1ccc(F)cc1)N2 (stereo not drawn)	0.2	77	107	103	102	105	103	-1
COc1ccc(NC(=S)NC(NC(=O)/C=C/c2ccccc2)C(Cl)(Cl)Cl)cc1 (stereo not drawn)	0.1	90	103	98	100	101	97	19
O=C(NCCN1C(=O)S/C(=C\c2ccccc2F)C1=O)C1CCN(S(=O)(=O)c2cccs2)CC1	0.1	100	95	116	95	97	102	1
CCOc1ccccc1C(=O)Nc1cnn(Cc2ccc(F)cc2)c1	0.0	100	113	94	97	104	95	31
CN1N=C(C(=O)N2CCCC(C(=O)c3cccc(C(F)(F)F)c3)C2)CCC1=O (stereo not drawn)	0.1	95	103	96	99	97	95	0
CCCn1c(N)c(Sc2ccccc2[N+](=O)[O-])c(=O)n(CCC)c1=O	-0.1	111	102	96	108	107	101	0
O=C(CCNC(=O)c1ccco1)Nc1ccc(N2CCOCC2)cc1	0.1	100	102	106	109	102	99	1
O=C(NCCCN1CCCC1=O)C1CCN(S(=O)(=O)c2cc(C(F)(F)F)ccc2Cl)CC1	0.1	90	103	110	100	107	108	0
CC(NC(=O)c1ccccc1Cl)C(=O)N1CCN(Cc2ccc3c(c2)OCO3)CC1 (stereo not drawn)	0.0	86	104	97	104	96	99	1

Bioassay records as filed in PubChem BioAssay.
